# Source: PubChem
# CendR NRP1 mod = modulators of CendR peptide binding to human neuropilin-1; inhibition, % at 25 µM; FAM-RPARPAR peptide binding to NRP-1, fluorescence polarization; O14786; actives 0.85% (n = 360,000); AID 602438;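 active = inhibition or corrected inhibition above about 18%, plus a signal ratio from 0.5 to 1.5, limit read from the data, passing the limit was not always enough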; note: strong numbers were not always called active
# bovine MsrA act = activates bovine MsrA enzyme; actives 0.3% (n = 360,000); AID 602163; purified bovine MsrA, absorbance read-out; activation, % at 10.6 µM; in the data active = activation above about 7.5%;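 note: 0% = vehicle and 100% = reference activator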
# SKN-1 block = inhibitors of C. elegans SKN-1; C. elegans VP596 Pgst-4::GFP/RFP ratio, acrylamide-induced, 24 h; inhibition, % at 21.8 µM; actives 0.49% (n = 360,000); AID 624304;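 active = interference check ratio from 0.5 to 1.5 plus GFP to RFP signal ratio inhibition reaching or exceeding a fixed threshold, cut at about 30% in these data, passing the limit was not always enough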; note: some compounds called inactive have numbers as strong as hits
# PABP1 MLLE inh = blocks PAM2 peptide binding to the PABP1 MLLE domain. P11940. GST-MLLE / FITC-PAM2 fluorescence polarization. inhibition, % at 20 µM. actives 0.36% (n = 360,000). AID 588489; in the data active = inhibition above about 35%, passing the limit was not always enough;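 note: plate controls were DMSO wells with GST-MLLE for no effect and wells lacking GST-MLLE protein for full effect; some results filed as inactive read as strong as hits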
# Neddyl block = inhibitors of human cullin neddylation | TR-FRET cullin neddylation, biochemical | actives 0.58% (n = 360,000) | P61081+Q13564 | calls only at 25 µM | AID 651699; in the data active = inhibition above about 36%
# Rin1 Abl inh = human Rin1-Abl interaction inhibition; actives 0.4% (n = 360,000); inhibition, % at 7.35 µM; TR-FRET Rin1/Abl binding, biochemical; P00519+Q13671; AID 588664; in the data active = inhibition above about 5%, passing the limit was not always enough
# MT1-MMP act inh = blocks activation of human MT1-MMP; HT1080 RFP-PRO-GFP cells, GFP/RFP ratio fluorescence, overnight; percent of plate control window, DMSO zero; GFP/RFP ratio change, % at 20 µM; actives 0.061% (n = 360,000);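 active = GFP/RFP ratio change of at least 30% with cell ATP level not reduced by more than half and red fluorescence within 50% of control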; note: strong numbers were not always called active
#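 Assay system: HT1080 cells carrying an RFP-PRO-GFP reporter | Dosing: Single dose of 20 µM compound, 1% DMSO final | Incubation: Cells overnight before dosing, compound overnight, 37 °C, 5% CO2 | Evaluation: GFP/RFP fluorescence ratio | Control set: DMSO and RFP-L50D-GFP cell wells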
# eLon inh = inhibits E. coli Lon protease; inhibition, % at 7.94 µM; actives 0.42% (n = 360,000); P0A9M0; AID 602123; purified E. coli Lon protease, fluorescence polarization; in the data active = inhibition above about 13%, passing the limit was not always enough;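 note: 0% = enzyme with probe and DMSO and 100% = no enzyme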
# FAS-TE inh = inhibitors of human fatty acid synthase thioesterase domain; actives 0.67% (n = 360,000); P49327; recombinant FAS-TE, OMFH fluorogenic substrate, fluorescence endpoint; inhibition, % at 15 µM; AID 602261;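 active = compounds whose normalised, plate-corrected inhibition of enzyme fluorescence in the single-dose primary screen is 50% or more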;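 note: 0% = DMSO with enzyme and 100% = substrate without enzyme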
# Active calls of the source: *; i = inactive; . = not tested or not shown; + = active, no number.
SMILES,CendR NRP1 mod,bovine MsrA act,SKN-1 block,PABP1 MLLE inh,Neddyl block,Rin1 Abl inh,MT1-MMP act inh,eLon inh,FAS-TE inh
CCNc1nc(NC(C)C)nc(N(C#N)CC(=O)OC)n1,4,-1,-2,9,i,-1,1,-6,-4
O=C(NCCN1CCOCC1)c1cccc(S(=O)(=O)Nc2ccc(Br)cc2)c1,3,-3,6,1,i,1,-1,-11,0
CSc1ccccc1NC(=O)CN(C)CC(=O)Nc1ccc(N2CCOCC2)cc1,8,-3,-4,8,i,-3,0,3,-3
O=C(NCc1ccc2c(c1)OCO2)c1ccc2c(c1)C(=O)N(CC1CCCO1)C2=O (configuration not stated),-17,-9,-41,-16,i,3,2,-8,-6
Cc1oc(-c2ccccc2F)nc1CN1CCC(C(=O)NCc2cccs2)CC1,-2,0,9,-3,i,-1,4,-1,-4
O=C(Nc1ccccc1)c1ccc2c(c1)OCCCO2,0,-2,3,-4,i,4,4,-1,7
Cc1nn(CCCC(=O)N2CCc3ccccc3C2)c(=O)c2cc3sccc3n12,-20,-6,5,-10,i,-3,3,-4,7
COc1ccccc1C(=O)Nc1ccnn1C1CCN(Cc2cc(C)c(C)cc2C)CC1,7,-3,0,21,i,3,4,6,14
COc1c(C(C)C)cc(NC(C)=O)cc1C(C)C,-6,-3,2,-33,i,-3,0,-1,-4
Cc1ccc(OCC(=O)N(Cc2ccccc2)c2ccccn2)cc1,-15,-3,16,-6,i,2,-3,3,5
O=c1ccc2ccc(OCc3nnc(-c4ccccc4Br)o3)cc2o1,-4,2,-4,1,i,-1,-1,-6,20
COc1ccc(CCC(=O)Nc2nnc(C(C)(C)C)s2)cc1,0,1,-13,13,i,0,-5,6,-6
CC(OC(=O)c1cc(=O)[nH]c2ccccc12)C(=O)Nc1ccc(Cl)cn1 (configuration not stated),0,-1,1,-5,i,0,-6,-6,2
O=C(Nc1cccc(Br)c1)c1cc2ccccc2o1,6,-3,20,5,i,-3,1,-11,28
O=C(COC(=O)c1ccc(Cl)nc1)Nc1ccc2c(c1)OCO2,8,-4,0,-11,i,4,0,-11,6
Nc1c(C(=O)c2ccc(Br)cc2)oc2ccccc12,10,7,7,-11,i,-1,-6,-5,-3
Cc1ccc(C)c(NC(=S)NCCN(C2CCCCC2)C2CCCC2)c1,4,-4,13,18,i,-1,-1,-2,-3
CCN1CCN(CCCNC(=O)c2ccccc2NC(=O)C2=C(C)OCCS2)CC1,4,-2,-4,20,i,1,1,15,-6
O=C(N/N=C/c1ccccn1)c1ccc2nc[nH]c2c1,1,-4,-2,-3,i,1,-12,-38,-6
COc1ccc(-c2cc(C)no2)cc1S(=O)(=O)N1CCOc2ccc(Cl)cc21,-102,-3,11,-50,i,2,-18,-1,1
CC(=O)N1CCN(c2ccc(NC(=O)c3ccc(C(C)(C)C)cc3)cc2)CC1,-7,-2,8,-13,i,-1,14,-12,0
O=C(NCCN1C(=O)S/C(=C\c2ccc(Cl)c(Cl)c2)C1=O)c1cnccn1,-5,-2,3,-2,i,0,1,-15,3
Cc1cccc(N(CC(=O)NC2CCCC2)C(=O)CS(=O)CC(=O)Nc2ccc3c(c2)OCO3)c1C (configuration not stated),28*,3,-8,-35,i,-1,2,-10,-5
Cc1nc(N2CCOCC2)sc1C(=O)NN,8,-4,-1,-9,i,-4,-3,-6,-5
O=C(CC(=O)Nc1cc(Cl)ccc1Cl)Nc1cc(Cl)ccc1Cl,-11,-2,9,-7,i,0,-2,4,6
O=C(NCCCN1CCOCC1)C(=O)NCCc1ccccc1,-1,-3,-12,-13,i,2,2,-12,-6
CCN(C(=O)CSc1nnc(-c2ccccc2Cl)n1N)c1c(N)n(Cc2ccccc2)c(=O)[nH]c1=O,-2,-6,3,-10,i,4,-3,-2,-8
COc1ccc(C2C(C#N)=C(SCC(=O)Nc3ccc(C)cc3)NC3=C2C(=O)CC(C)(C)C3)cc1 (configuration not stated),4,-6,-16,8,i,0,-8,-2,15
COC(=O)c1ccc(/C=N/OCC(=O)NC2CCCC(C)C2C)cc1 (configuration not stated),-2,0,0,-9,i,-2,-4,6,10
CC[N+](C)(C)Cc1ccccc1Br,-5,-3,6,1,i,-4,-3,8,-1
C[C@H]1C=C(C(=O)NCc2ccccc2)O[C@@H](OCc2ccc(CO)cc2)C1,-3,-7,10,12,i,2,0,-3,-5
Cc1ccccc1-n1cc[nH]c1=S,0,-3,-1,-17,i,-7,2,-6,-1
CCC(C(=O)NC1CCCC1)N(Cc1ccco1)C(=O)CNS(=O)(=O)c1ccccc1 (configuration not stated),7,0,13,-3,i,-3,1,17*,-1
CC(Sc1nnnn1C)C(=O)Nc1nc(-c2ccc(F)c(F)c2)cs1 (configuration not stated),11,-3,3,3,i,1,-1,-9,17
CSCCC(NS(=O)(=O)c1ccccc1)C(=O)OCc1nc2ccsc2c(=O)[nH]1 (configuration not stated),-9,-10,1,13,i,4,11,6,-4
CSc1ccccc1NC(=O)CN1CCN(Cc2ccccc2)CC1,3,-3,0,7,i,1,-2,-2,-1
C[C@@H]1CN([C@H](C)CO)C(=O)CCCn2nncc2CO[C@H]1CN(C)C(=O)Nc1cccc2ccccc12,14,-3,5,-4,i,1,0,-8,-5
NC(c1csc(Nc2ccc(C(=O)NCCCO)cn2)n1)C1CCCCC1 (configuration not stated),6,-4,14,-4,i,-2,-3,-9,-2
CC1CC1C(=O)N(C)CC(=O)Nc1cccc(F)c1 (configuration not stated),4,0,4,-30,i,0,-6,-18,-3
COCCn1c(CN2CCN(C(c3ccccc3)c3ccccc3)CC2)nc2c1c(=O)n(C)c(=O)n2C,0,0,11,7,i,2,-6,-1,13
O=C(CCc1nnc2ccc(N3CCC4(CC3)OCCO4)nn12)Nc1cc(F)ccc1F,8,-3,-1,8,i,-6,-1,6,-4
CCn1cc(CN2CCCC(C(=O)Nc3cccc(-n4cccn4)c3)C2)c(C)n1 (configuration not stated),10,0,1,5,i,-1,-2,-5,-6
O=C(c1ccco1)N1CCN(c2ncnc3scc(-c4ccc(Cl)cc4)c23)CC1,-6,-2,3,-1,i,1,-4,1,12
CC(C)(C)c1ccc(C(=O)N2CCC2(C)C(=O)Nc2ccc3nc[nH]c3c2)cc1 (configuration not stated),-12,-1,8,-26,i,-4,-6,-10,-8
C[C@@]12C(=O)N(c3ccc(Br)cc3)C(=O)N1[C@@H]1c3ccccc3OC[C@@H]1[C@H]2c1ccccc1,-3,-2,9,-3,i,3,-5,-5,61*

# Shown with two lines to a compound: entries from further up.
# Each structure is followed by: CendR NRP1 mod | bovine MsrA act | SKN-1 block | PABP1 MLLE inh | Neddyl block | Rin1 Abl inh | MT1-MMP act inh | eLon inh | FAS-TE inh
COCCn1c(CN2CCN(C(c3ccccc3)c3ccccc3)CC2)nc2c1c(=O)n(C)c(=O)n2C
    0 | 0 | 11 | 7 | i | 2 | -6 | -1 | 13
CC1CC1C(=O)N(C)CC(=O)Nc1cccc(F)c1 (configuration not stated)
    4 | 0 | 4 | -30 | i | 0 | -6 | -18 | -3
CSc1ccccc1NC(=O)CN1CCN(Cc2ccccc2)CC1
    3 | -3 | 0 | 7 | i | 1 | -2 | -2 | -1
C[C@@]12C(=O)N(c3ccc(Br)cc3)C(=O)N1[C@@H]1c3ccccc3OC[C@@H]1[C@H]2c1ccccc1
    -3 | -2 | 9 | -3 | i | 3 | -5 | -5 | 61*

# (further entries)
SMILES,CendR NRP1 mod,bovine MsrA act,SKN-1 block,PABP1 MLLE inh,Neddyl block,Rin1 Abl inh,MT1-MMP act inh,eLon inh,FAS-TE inh
CC(C)c1nc(SCC(=O)Nc2ccc3c(c2)OCO3)n[nH]1,-2,-5,-8,-12,i,0,1,-1,-9
CC1=C(C(=O)OCC2CCCO2)C(c2cccc(C(F)(F)F)c2)C2=C(CC(c3ccco3)CC2=O)N1 (configuration not stated),-13,-1,-6,-5,.,0,-13,0,29
O=C(O)CCc1ccc(-c2cccs2)n1CC1CCCO1 (configuration not stated),-6,-10,-28,14,+,-3,-11,-5,-8
CC(C)N(c1ccccc1)c1ncnc(NCCC(=O)O)c1[N+](=O)[O-],1,-1,10,-8,i,-3,-2,6,-3
COc1ccc(C2(CNC(=O)c3ccco3)CCOCC2)cc1,-2,0,3,20,i,1,0,4,-5
O=C(NC1CCCC1)c1ccc(S(=O)(=O)N2CCCC2)cc1,-20,-2,9,13,i,0,3,-9,-8
COc1cc(C2C(C#N)=C(N)OC3=C2C(=O)CCC3)cc(OC)c1OC(=O)N1CCOCC1 (configuration not stated),-5,-1,-8,2,i,4,-1,0,-6
O=C(Nc1ccc(F)cc1)NC1CCCc2ccccc21 (configuration not stated),-1,-2,-6,9,i,1,0,-5,0
CNS(=O)(=O)c1cc(NC(C)=O)c(C)cc1C,-45,-11,-8,1,i,6,12,3,-8
CCCNC(=O)C1(C)CCN(C(=O)c2cccc(C(F)(F)F)c2)C1 (configuration not stated),-11,-2,32,-1,i,-4,4,-1,0
CC(C)CCNC(=O)c1ccc(CSCc2cccc(F)c2)o1,-10,-2,4,9,i,-1,-1,0,14
COc1ccc(/C=N/Nc2nc(-c3cccc(S(=O)(=O)N4CCCC4)c3)cs2)c(OC)c1,-8,0,-3,-74,i,4,-20,-7,31
O=C(Nc1ccc(CN2CCCCC2)cc1)c1cccc(F)c1,-4,-7,3,-1,i,2,-2,7,-2
CCCCn1c(N)c(N(CCOC)C(=O)COC(=O)c2ccccc2NCCO)c(=O)[nH]c1=O,-4,-9,-16,-3,.,4,1,-11,-8
O=C(Nc1ccccc1N1CCOCC1)c1ccccc1NS(=O)(=O)c1ccc(F)c(F)c1,-5,-13,-30,-1,i,3,2,-2,-2
CC(C)N(CC#CC(O)(c1ccccc1)c1ccccc1)CCO,-7,0,-7,9,i,-1,0,-6,-6
Cc1nccnc1Sc1ccccc1,0,-1,0,9,i,1,2,-9,0
COC(=O)c1oc2ccc(Cl)cc2c1-n1cccc1,4,-2,37*,3,i,-2,2,-2,15
O=C(COc1ccc(Br)cc1)Nc1ccc(CN2CCOCC2)cc1,15,-2,7,5,i,1,7,-8,-1
CN(c1ccc(O)cc1)c1nc(-c2cccs2)cs1,-4,1,4,0,i,-4,1,7,12
c1ccc(CNc2nc(-c3ccccc3)nc3ccccc23)cc1,0,-3,28,1,i,-1,1,-1,35
C=CCN1C(=O)c2ccc(C(=O)N3CCN(S(=O)(=O)c4ccc(C(C)C)cc4)CC3)cc2C1=O,-4,8,-7,13,i,4,0,-2,24
CCC(C)(C)n1nnnc1C(c1cccnc1)N1CCCC(C)C1 (configuration not stated),8,-4,9,4,i,-1,-5,-4,-9
O=C(COC(=O)c1cccnc1Cl)NC(=O)c1ccc(OC(F)F)cc1,-7,-7,7,5,i,1,1,0,0
COc1cccc(NC(=O)C2CCCN2C(=O)NC2CCCCC2)c1 (configuration not stated),7,0,-5,-3,i,-1,4,3,-7
CCOc1ccc(C(=O)NC(=S)Nc2ccc(NC(=O)C(C)C)cc2)cc1[N+](=O)[O-],2,-2,2,34,i,3,0,-6,-7
Cc1cccc(C)c1NC(=O)c1cc(S(=O)(=O)N2CCOCC2)cn1C,-5,2,-6,-6,i,5,0,3,-5
CCOC(=O)N1CCN(S(=O)(=O)c2ccc3c(c2)CCN3C(=O)CC)CC1,4,-11,-8,-7,i,1,4,3,-10
NC(=O)NC(=O)COC(=O)c1ccc(OC(F)F)cc1,-1,-2,-8,0,i,0,1,5,-6

# As entered above.
# For bovine MsrA act, `CN(c1ccc(O)cc1)c1nc(-c2cccs2)cs1` has the entry 1
# For CendR NRP1 mod, `C=CCN1C(=O)c2ccc(C(=O)N3CCN(S(=O)(=O)c4ccc(C(C)C)cc4)CC3)cc2C1=O` has the entry -4
